SIAE inh: human SIAE inhibition, primary screen; inhibition, % at 9.66 µM; 0.69% of 370,000 active; SIAE FP-Rh probe binding, fluorescence polarization;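 active means inhibition above a cutoff: mean of compounds within the control limits plus 3 SD of those, cut at about 17% in these data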;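 further: 0% = plate median of compound wells and 100% = probe without SIAE protein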
NPR1 activator: GC-A (human) enzyme activation; P16066; HEK293 GC-A cells, cGMP TR-FRET, EC30 ANP; 0% at EC30 ANP, 100% saturating ANP; activation, % at 10 µM; 0.14% of 370,000 active; in the data active means activation above about 40%
ABHD4 inh: inhibitors of mouse ABHD4; Q8VD66; purified mABHD4, FP-Rh probe fluorescence polarization; inhibition, % at 8.92 µM; 0.54% of 370,000 active; AID 720543;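 active means inhibition exceeding the mean over every tested compound plus 3 SD, cut at about 30% in these data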;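 further: 0% = plate median of compound wells and 100% = S159A mutant with DMSO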
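system = mouse ABHD4 enzyme, wild type | medium = HEPES pH 7.0, NaCl, Pluronic buffer | also added = FP-Rh probe | incubation = Enzyme–compound pre-incubation 45 min, then probe 60 min, both 25 °C | technique = fluorescence polarization, excitation 525 nm, emission 598 nm, BODIPY TMR filters | controls = S159A mutant high control, sample median low control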
TCR-CD3 inh: blocks the human TCR-CD3 interaction; TAMRA-labeled TCR probe fluorescence, biochemical; inhibition, % at 9.4 µM; 0.37% of 360,000 active; AID 651800; in the data active means inhibition above about 19%;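 further: recombinant mutant TCR 2C K166C tagged with TAMRA read by polarization; 0% = receptor in buffer alone and 100% = receptor with positive control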
GC-B act: GC-B (human) receptor activation; P20594; HEK293-GC-B cells, CNP EC30, cGMP TR-FRET; 0% at EC30 CNP, 100% saturating CNP; AID 1920062; activation, % at 10 µM; 0.11% of 370,000 active;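 active means activation at 10 µM reaching about 35% in either raw or pattern-adjusted values, limit read from the data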
HTRA1 inhibitor: HTRA1 (human) protease inhibition; inhibition, % at 5.96 µM; recombinant HTRA1, FP-rhodamine activity-based probe, fluorescence polarization; 0.5% of 340,000 active; Q92743; in the data active means inhibition above about 36%;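 further: 0% = enzyme with DMSO and 100% = wells lacking enzyme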
MBD2 DNA inh: inhibitors of human MBD2 binding to methylated oligonucleotide; Q9UBB5; TR-FRET; inhibition, % at 4.4 µM; 0.31% of 370,000 active; AID 686964; in the data active means inhibition above about 13%
Target sequence (Q9UBB5 whole entry, looked up): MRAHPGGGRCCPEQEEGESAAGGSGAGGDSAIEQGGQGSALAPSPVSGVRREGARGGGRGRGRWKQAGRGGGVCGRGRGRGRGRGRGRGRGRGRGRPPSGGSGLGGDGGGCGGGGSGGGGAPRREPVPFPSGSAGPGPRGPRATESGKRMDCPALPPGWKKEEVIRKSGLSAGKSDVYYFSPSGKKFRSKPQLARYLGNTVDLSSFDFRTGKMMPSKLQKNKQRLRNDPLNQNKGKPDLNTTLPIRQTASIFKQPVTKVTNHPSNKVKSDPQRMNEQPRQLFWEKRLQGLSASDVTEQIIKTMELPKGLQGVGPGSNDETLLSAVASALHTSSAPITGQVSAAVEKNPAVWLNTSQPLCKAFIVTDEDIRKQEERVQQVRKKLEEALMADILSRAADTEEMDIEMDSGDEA
PRMT1 FP inh: PRMT1 (human) inhibition, primary screen; inhibition, % at 2.79 µM; recombinant PRMT1, activity-based probe fluorescence polarization; 1.3% of 370,000 active;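 active means inhibition above about 21% made by adding two undisclosed values, limit read from the data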
Target sequence (Q99873 whole entry, looked up): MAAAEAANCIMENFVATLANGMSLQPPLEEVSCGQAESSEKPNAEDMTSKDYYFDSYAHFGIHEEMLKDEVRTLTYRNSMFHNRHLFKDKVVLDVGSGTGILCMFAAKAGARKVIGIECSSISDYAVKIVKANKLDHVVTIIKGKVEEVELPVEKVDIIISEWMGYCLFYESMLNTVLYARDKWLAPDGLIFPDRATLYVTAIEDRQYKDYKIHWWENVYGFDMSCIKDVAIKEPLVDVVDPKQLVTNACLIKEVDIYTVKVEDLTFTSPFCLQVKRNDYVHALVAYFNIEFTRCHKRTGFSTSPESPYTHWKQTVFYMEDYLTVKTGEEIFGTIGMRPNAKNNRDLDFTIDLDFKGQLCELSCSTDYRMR
rCAG binder: r(CAG) repeat RNA binding; TO-PRO-1 dye displacement fluorescence; inhibition, % at 3 µM; 1.3% of 370,000 active;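 active means inhibition above the plate cutoff, the mean of all test compounds on that plate plus 3 SD, cut at about 35% in these data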;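 further: 0% = DMSO alone and 100% = 100 µM mitoxantrone as full dye displacement; higher means more dye released from RNA so lower well fluorescence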
UHRF1 MBD2 ctr: human UHRF1 methylated DNA binding inhibitors; Q96T88; UHRF1 binding to methylated oligo, TR-FRET; inhibition, % at 4.4 µM; 0.75% of 370,000 active; AID 687016; in the data active means inhibition above about 21%;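 further: UHRF1 SRA domain binding a hemimethylated CpG hairpin DNA probe; 0% = median of test compound wells and 100% = reference inhibitor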
* = called active by the depositor; . = no result given. Only part of the results is shown; the hit share may differ from the screen's.

(1) CCNC(=S)N/N=C/c1ccc(OCC(=O)Nc2ccc(OC)cc2)c(OC)c1
(2) CCO[C@@H]1OC(C(=O)N2CCOCC2)=C[C@H](C2CCCCC2)[C@H]1CCCO
(3) COc1ccc(N2CCN(C(=O)Cn3cnc4sc(C)c(S(=O)(=O)N5CCOCC5)c4c3=O)CC2)cc1
(4) CCN(C(C)=O)c1cnc(C=NNC(N)=S)c2ccccc12
(5) Cc1ccc(S(=O)(=O)N2CCCC(NC(=O)N3CCN(c4ccccc4)CC3)C2)cc1 (stereo not given)
(6) CSc1ccc(CNCCCSc2ncccn2)cc1
(7) Cn1c(Cn2cnc([N+](=O)[O-])n2)nnc1SCC(=O)Nc1ccc(Br)cc1
(8) COc1ccc(Br)c(Cn2c(C)c(C(=O)NCc3cccs3)sc2=O)c1
Assay by compound	1	2	3	4	5	6	7	8
SIAE inh	-10	8	-3	-2	4	5	-5	-5
NPR1 activator	39	-3	-10	-8	0	-4	2	-5
ABHD4 inh	-18	-1	-3	7	-3	4	3	-13
TCR-CD3 inh	3	4	4	5	-2	4	-5	7
GC-B act	55*	2	-1	-4	2	-6	0	-7
HTRA1 inhibitor	-2	-2	-3	-6	-1	-4	1	.
MBD2 DNA inh	0	5	2	-5	2	-1	-6	-6
PRMT1 FP inh	-1	-2	3	2	1	0	-2	-6
rCAG binder	6	-10	3	5	-4	2	2	3
UHRF1 MBD2 ctr	1	0	0	-6	0	-1	1	1

(9) CN(CC(=O)Nc1ccc(Cl)c(Cl)c1)C(=O)CC1OC(=O)c2ccccc21 (stereo not given)
(10) CCOC(=O)CC1=NN(c2ccccc2)C(=O)/C1=C\c1ccc(N(C)C)cc1
(11) CSc1nc(NC(C)(C)C)nc(Oc2ccc(=O)[nH]n2)n1
(12) O=C(O)c1cc(-c2ccco2)nc2cc3ccccc3cc12
(13) CCOC(=O)N1CCN(C(=O)c2cn(C)c3ccc(S(=O)(=O)N4CCOCC4)cc3c2=O)CC1
(14) COC(=O)c1ccccc1OS(=O)(=O)N(C)C
(15) CCCN(Cc1cc2cc(C)ccc2[nH]c1=O)C(=O)c1ccccn1
(16) CC/C(=C\C(=O)c1cccnc1)Nc1ccc(C)c(C)c1
Assay by compound	9	10	11	12	13	14	15	16
SIAE inh	-5	0	-3	-3	-1	-3	-4	8
NPR1 activator	-7	7	1	-3	4	3	-1	-3
ABHD4 inh	-2	1	-2	6	7	-3	-2	-3
TCR-CD3 inh	-2	1	13	2	7	-1	2	9
GC-B act	-8	1	1	-1	1	9	1	0
HTRA1 inhibitor	-8	2	4	-1	3	-5	2	2
MBD2 DNA inh	1	-5	5	5	-3	5	3	2
PRMT1 FP inh	-1	1	1	26*	0	-2	7	2
rCAG binder	4	5	-1	15	0	4	-3	0
UHRF1 MBD2 ctr	2	-5	-2	11	0	3	-1	-1

(17) COc1ccc(OC)c(C(C)NC(=O)C23CC4CC(CC(C4)C2)C3)c1 (stereo not given)
(18) OCCC1CN(Cc2ccccc2-c2ccco2)CCN1C1CCCC1 (stereo not given)
(19) Cc1ccc(N2C(=O)CSC2c2cccs2)cc1 (stereo not given)
(20) Cc1ccc(S(=O)(=O)N2CCCC2)cc1C(=O)NCc1ccccn1
(21) CCCCCCn1c(COc2ccccc2F)nnc1SCC(=O)NC1CCS(=O)(=O)C1 (stereo not given)
(22) COc1ccc(C(=O)NCCSC2CCCCC2)cc1
(23) Cc1ccc(/C=C/C2=NN(Cc3ccc(Cl)c(Cl)c3)C(=O)CC2)cc1
(24) Cc1ccc2cc(CN(C(=O)c3ccco3)c3ccccc3C)c(=O)[nH]c2c1
Assay by compound	17	18	19	20	21	22	23	24
SIAE inh	0	2	2	9	16	5	-1	-1
NPR1 activator	-6	-9	-3	-4	-6	1	8	9
ABHD4 inh	10	6	-2	-3	-2	4	0	-5
TCR-CD3 inh	-9	1	8	-14	-6	-6	-6	0
GC-B act	-2	-5	6	-7	-4	0	-1	6
HTRA1 inhibitor	-2	3	-16	0	5	-8	-10	-8
MBD2 DNA inh	3	3	0	-5	-4	-1	-1	-3
PRMT1 FP inh	2	4	4	-4	3	0	0	0
rCAG binder	-11	-10	-4	1	-1	-7	2	0
UHRF1 MBD2 ctr	1	2	-3	0	3	-1	2	0

(25) Cc1cc(C)c2c(n1)sc1c(=O)n(Cc3ccccc3Cl)nnc12
(26) Cc1csc(NC(=O)c2ccc(OCC3CCCO3)cc2)n1 (stereo not given)
(27) NC(=O)c1c(N)sc2c1CCC2
(28) CC(C)C[C@H]1CN([C@@H](CC(C)C)CN2CCCC2CN2C(=S)NC[C@@H]2Cc2ccc(O)cc2)C(=S)N1CCc1ccccc1 (stereo not given in full)
(29) Cc1ccc(S(=O)(=O)N2CCCC2C(=O)Nc2ccc(O)cc2)cc1 (stereo not given)
(30) CCN(CC)c1ccc(-c2nn3c(-c4ccc(C(C)(C)C)cc4)nnc3s2)cc1
(31) CCOC(=O)C1CCCN(C(=O)Cc2ccc(C)cc2)C1 (stereo not given)
(32) CCCCNC(=O)/C=C1\Sc2ccccc2NC1=O
Assay by compound	25	26	27	28	29	30	31	32
SIAE inh	-2	1	10	-5	1	-3	5	0
NPR1 activator	9	10	2	0	3	1	0	-9
ABHD4 inh	1	2	7	-13	3	6	6	-3
TCR-CD3 inh	-1	4	10	-7	-1	.	8	-2
GC-B act	0	9	1	-4	4	-2	0	-11
HTRA1 inhibitor	-7	-3	8	-58	1	.	0	1
MBD2 DNA inh	2	-4	-8	2	1	1	-4	-2
PRMT1 FP inh	-1	-5	16	-2	2	5	-2	0
rCAG binder	0	-2	4	6	1	4	-5	0
UHRF1 MBD2 ctr	-1	-4	0	-2	-1	-1	0	-7

(33) COc1ccc(CN(C)C(=O)Cn2cnc3c(OCc4ccccc4)ncnc32)cc1OC
(34) CCN(CCNC(=O)Cn1c(=O)sc2ccccc21)c1ccccc1
(35) O=C(COc1ccc(Cl)cc1)Nc1nc(-c2ccncc2)cs1
(36) O=C(Nc1cccc(Cl)c1N1CCCCC1)c1ccc(N2CCOCC2)c([N+](=O)[O-])c1
(37) COc1ccc(-n2ncc3c2CC(C)(C)CC3NC(=O)c2cnc(C)cn2)cc1 (stereo not given)
(38) CS(=O)(=O)N1CCC(C(=O)N2CCN(c3ccc(F)cc3)CC2)CC1
(39) CC(C)(C)NC(=O)CSCc1c(Cl)cccc1Cl
(40) Cc1noc(/C=C/N(C)C)c1S(=O)(=O)N1CCCC(C(=O)NC(C)c2ccccc2)C1 (stereo not given)
Assay by compound	33	34	35	36	37	38	39	40
SIAE inh	-2	5	-2	3	2	12	4	6
NPR1 activator	4	-6	10	-3	0	4	-2	-2
ABHD4 inh	4	2	-2	0	-1	4	1	-12
TCR-CD3 inh	5	12	8	-3	-1	-3	9	-1
GC-B act	7	2	-1	1	3	1	0	-2
HTRA1 inhibitor	1	-1	-11	3	6	0	1	-27
MBD2 DNA inh	4	3	-10	3	-1	-2	-4	3
PRMT1 FP inh	0	11	-3	-1	0	-3	-1	0
rCAG binder	-1	0	4	1	-2	-2	-5	14
UHRF1 MBD2 ctr	-3	1	-1	2	2	2	0	8

Ten structures already listed, arranged by SMILES length, ascending:
(39) CC(C)(C)NC(=O)CSCc1c(Cl)cccc1Cl
(31) CCOC(=O)C1CCCN(C(=O)Cc2ccc(C)cc2)C1 (stereo not given)
(35) O=C(COc1ccc(Cl)cc1)Nc1nc(-c2ccncc2)cs1
(34) CCN(CCNC(=O)Cn1c(=O)sc2ccccc21)c1ccccc1
(29) Cc1ccc(S(=O)(=O)N2CCCC2C(=O)Nc2ccc(O)cc2)cc1 (stereo not given)
(38) CS(=O)(=O)N1CCC(C(=O)N2CCN(c3ccc(F)cc3)CC2)CC1
(37) COc1ccc(-n2ncc3c2CC(C)(C)CC3NC(=O)c2cnc(C)cn2)cc1 (stereo not given)
(30) CCN(CC)c1ccc(-c2nn3c(-c4ccc(C(C)(C)C)cc4)nnc3s2)cc1
(40) Cc1noc(/C=C/N(C)C)c1S(=O)(=O)N1CCCC(C(=O)NC(C)c2ccccc2)C1 (stereo not given)
(28) CC(C)C[C@H]1CN([C@@H](CC(C)C)CN2CCCC2CN2C(=S)NC[C@@H]2Cc2ccc(O)cc2)C(=S)N1CCc1ccccc1 (stereo not given in full)
Assay by compound	39	31	35	34	29	38	37	30	40	28
SIAE inh	4	5	-2	5	1	12	2	-3	6	-5
NPR1 activator	-2	0	10	-6	3	4	0	1	-2	0
ABHD4 inh	1	6	-2	2	3	4	-1	6	-12	-13
TCR-CD3 inh	9	8	8	12	-1	-3	-1	.	-1	-7
GC-B act	0	0	-1	2	4	1	3	-2	-2	-4
HTRA1 inhibitor	1	0	-11	-1	1	0	6	.	-27	-58
MBD2 DNA inh	-4	-4	-10	3	1	-2	-1	1	3	2
PRMT1 FP inh	-1	-2	-3	11	2	-3	0	5	0	-2
rCAG binder	-5	-5	4	0	1	-2	-2	4	14	6
UHRF1 MBD2 ctr	0	0	-1	1	-1	2	2	-1	8	-2

Other structures follow.
(41) COc1ccc(N2CCN(C(=O)CSc3nnc4n3C(C)(C)Cc3ccccc3-4)CC2)cc1
(42) O=C(Nc1cccc(NC(=O)c2ccc(Br)o2)n1)c1ccc(Br)o1
(43) O=C(COC(=O)c1ccccc1O)NCCc1c[nH]c2ccccc12
(44) COCCn1c(CN2CCN(c3ccccc3)CC2)nc2c1c(=O)n(C)c(=O)n2C
(45) O=C1[C@H]2[C@@H](c3ccc(F)cc3)N3C(=O)N(c4ccc(Br)cc4)C(=O)[C@@]3(Cc3ccc(Cl)cc3)[C@H]2C(=O)N1C1CCCCC1
(46) CC(CCc1ccccn1)(CCc1ccccn1)C(=O)c1ccccc1
(47) COc1cccc(NC(=O)/C=C/c2ccc([N+](=O)[O-])cc2)c1
(48) O=c1oc2ccc3ccccc3c2cc1-c1nnc(-c2cccs2)o1
Assay by compound	41	42	43	44	45	46	47	48
SIAE inh	2	-21	-15	-2	-28	2	1	0
NPR1 activator	-3	0	-1	-1	-4	-11	-2	1
ABHD4 inh	3	1	-6	14	-15	-6	-1	6
TCR-CD3 inh	0	14	0	4	1	5	8	2
GC-B act	3	1	-5	-3	4	-5	0	-4
HTRA1 inhibitor	1	-6	-10	5	2	-4	-2	-6
MBD2 DNA inh	-6	-3	-3	-3	-3	-1	-2	1
PRMT1 FP inh	4	-2	0	1	-1	3	0	-1
rCAG binder	-4	6	3	-6	17	-1	10	7
UHRF1 MBD2 ctr	1	1	-3	11	0	2	-2	-2

(49) CC(C)Oc1ccc2ccccc2c1C=O
(50) CCOC(=O)C1CCN(C(=O)c2ccc(Cl)c(S(=O)(=O)N3CCOCC3)c2)CC1
(51) COc1ccc(NS(=O)(=O)c2ccc(S(=O)(=O)N3CCOCC3)cc2)cc1
(52) O=C(CCC1CCCC1)Nc1ccc(C(=O)NCc2cccnc2)cc1
(53) CCc1nc2ccccc2n1Cc1ccc(OC)c(OC)c1
(54) COc1ccc2c(CC(=O)OCc3nc4ccsc4c(=O)[nH]3)coc2c1
(55) Cc1ccccc1NC(=O)c1cc(S(=O)(=O)Nc2cccc(C(=O)O)c2)ccc1Cl
Assay by compound	49	50	51	52	53	54	55
SIAE inh	-2	9	5	1	1	-2	3
NPR1 activator	0	5	-3	2	6	-6	2
ABHD4 inh	1	-2	3	-10	5	-3	12
TCR-CD3 inh	0	3	3	5	2	10	5
GC-B act	1	-1	5	1	12	-5	-1
HTRA1 inhibitor	-14	0	6	-1	-2	3	6
MBD2 DNA inh	-4	0	1	2	2	-2	2
PRMT1 FP inh	-1	-4	-6	-2	2	-1	0
rCAG binder	2	-7	0	-3	-4	11	6
UHRF1 MBD2 ctr	-3	-3	1	4	0	1	2
